Bioassay records: PubChem, several laboratories
MsrA inh: inhibitors of bovine MsrA; purified bovine MsrA, absorbance read-out; inhibition, % at 15.5 µM; hit rate 0.75% among 360,000; AID 651718; in the data active = inhibition above about 4.5%;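 note: 0% = vehicle wells with enzyme and 100% = reference inhibitor wells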
LMPTP block: LMPTP (human) inhibition; recombinant LMPTP-A, OMFP fluorogenic substrate, fluorescence intensity; P24666; hit rate 0.22% among 360,000; inhibition, % at 20 µM;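 active = compounds that cut the enzyme signal by at least half of the control window in the single-dose screen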;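 note: plate controls were DMSO wells with enzyme plus substrate for no effect and substrate without enzyme for full effect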
Target sequence (P24666 whole entry, looked up): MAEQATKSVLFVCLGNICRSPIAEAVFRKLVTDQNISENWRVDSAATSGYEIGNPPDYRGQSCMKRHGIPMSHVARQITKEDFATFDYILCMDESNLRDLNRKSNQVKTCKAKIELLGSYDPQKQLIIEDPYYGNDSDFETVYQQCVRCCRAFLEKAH
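Test system: LMPTP-A phosphatase enzyme; input: 0.625 nM LMPTP-A final; reagent: OMFP substrate, 400 µM final; compound dosing: 20 µM single dose, 3% DMSO; incubation: 50 min dark incubation at room temperature; measured by: endpoint fluorescence intensity from OMFP dephosphorylation; measure: % inhibition relative to no-enzyme and uninhibited control wells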
Tb MetRS inh: blocks T. brucei methionyl-tRNA synthetase activity; purified T. brucei MetRS, ATP depletion, Kinase-Glo luminescence; AID 624268; inhibition, % at 11.9 µM; hit rate 0.4% among 360,000;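 active = inhibition above a per-plate cutoff of the control wells' mean inhibition plus 3 SD, cut at about 5.5% in these data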;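 note: 0% = DMSO wells median and 100% = median of wells with control inhibitor compound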
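Dosing: 11.9 µM single point; system: parasite MetRS enzyme; technique: luminescence of leftover ATP; times: 15 min enzyme-compound preincubation, 2 h reaction, 10 min detection, 25 °C; replicates: each compound tested once; read-out basis: percent inhibition relative to median high and low control wells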
NadD block: NadD (S. aureus) enzyme inhibition | hit rate 0.78% among 360,000 | purified NadD enzyme, colorimetric absorbance read-out | inhibition, % at 20 µM; in the data active = inhibition above about 26%; note: some compounds past the cut are filed as inactive
CSN inh: blocks human CSN-mediated cullin deneddylation; Purified CSN, SCF-Nedd8-OG deneddylation, fluorescence polarization; inhibition, % at 12.5 µM; hit rate 0.38% among 360,000;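 active = pattern-corrected inhibition above about 35%, with an unprinted fluorescence ratio check between 0.5 and 1.5, limit read from the data, passing the limit was not always enough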;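 note: 0% = enzyme with substrate and 100% = substrate without enzyme; some results filed as inactive read as strong as hits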
Target sequence (Q92905 whole entry, looked up, one chain of several): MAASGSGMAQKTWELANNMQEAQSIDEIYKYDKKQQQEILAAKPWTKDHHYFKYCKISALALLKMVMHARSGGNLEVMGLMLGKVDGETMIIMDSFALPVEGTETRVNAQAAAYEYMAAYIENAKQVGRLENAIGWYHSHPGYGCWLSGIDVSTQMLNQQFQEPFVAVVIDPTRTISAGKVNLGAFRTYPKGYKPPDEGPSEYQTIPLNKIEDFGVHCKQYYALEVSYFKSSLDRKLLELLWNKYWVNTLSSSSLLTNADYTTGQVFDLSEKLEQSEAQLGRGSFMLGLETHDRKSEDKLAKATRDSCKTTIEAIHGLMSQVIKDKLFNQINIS
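Test system: purified human Csn5 enzyme expressed in HEK293T cells. Amount: 0.24 nM enzyme. Reagent: SCFSkp2-Nedd8OG substrate at 10 nM final. Schedule: 90 min incubation of compound, enzyme and substrate at room temperature. Detection: fluorescence polarization. Read-out: % inhibition of substrate cleavage by Csn5.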
SUMO1 PPI mod: SUMO1-SIM interaction modulation; inhibition, % at 20 µM; SUMO1 binding to a labelled peptide, TR-FRET, 1 h; hit rate 0.33% among 360,000; AID 602429; in the data active = inhibition above about 37%
Target sequence (P63165 whole entry, looked up): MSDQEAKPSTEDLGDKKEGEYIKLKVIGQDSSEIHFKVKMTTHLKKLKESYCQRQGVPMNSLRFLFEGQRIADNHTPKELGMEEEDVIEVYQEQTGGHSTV
Scp-1 inhibitor: blocks human Scp-1 phosphatase activity. Q9GZU7. Recombinant Scp1, phosphopeptide, malachite green phosphate absorbance. inhibition, % at 20 µM. hit rate 0.88% among 340,000;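 active = inhibition above about 50% at 20 µM, limit read from the data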;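 note: plate controls were DMSO wells with enzyme for no effect and wells lacking enzyme for full effect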
Target sequence (Q9GZU7 76-261 limits assumed): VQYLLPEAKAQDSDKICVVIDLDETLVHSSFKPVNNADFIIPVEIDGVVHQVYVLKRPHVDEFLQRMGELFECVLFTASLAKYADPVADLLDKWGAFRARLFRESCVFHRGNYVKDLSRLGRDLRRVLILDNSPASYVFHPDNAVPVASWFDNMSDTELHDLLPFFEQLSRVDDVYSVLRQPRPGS
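System: SCP-1 catalytic domain; Reagent: Phospho 17-mer peptide substrate; Doses: one concentration, 20 µM, with 1.0% DMSO; Incubation: 45 min room-temperature reaction, 5 min colour, 30 min stabiliser; Signal: Phosphate-binding colour reagent, absorbance read at 630 nm.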
DNMT1 inh: DNMT1 (human) enzyme inhibition; inhibition (reported as % activation of signal), % at 10 µM; P26358; hit rate 0.83% among 360,000; AID 588458; DNMT1 molecular beacon, Hinp1I cleavage, fluorescence; in the data active = inhibition above about 50%
STEP block: blocks human striatal-enriched tyrosine phosphatase; P54829; recombinant STEP, OMFP fluorogenic substrate, fluorescence; inhibition, % at 20 µM; hit rate 0.25% among 360,000; AID 588621;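 active = inhibition at 20 µM, scaled per plate between control wells, above about 37%, limit read from the data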;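 note: 0% = DMSO with enzyme and substrate and 100% = substrate only without enzyme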
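Assay system: isolated STEP enzyme. Buffer or medium: pH 6.0 Bis-Tris with DTT and Tween 20. Also added: fluorogenic phosphatase substrate OMFP at 25 µM final. Dosing: 20 µM, 1% DMSO. Timing: 20 min reaction, room temperature, in the dark. Measured by: fluorescence intensity, excitation 480 nm, emission 540 nm. Evaluation: normalized % inhibition.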
Rpn11 inh: blocks the human proteasome subunit Rpn11; calls only at 20 µM; AID 588493; hit rate 0.59% among 360,000; human 26S proteasome, Ub4-pepOG fluorescence polarization; 20S core pre-blocked with epoxomicin; O00487;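 active = inhibition at 20 µM, scaled to each plate's controls, above about 33%, limit read from the data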
Active calls of the source: *; i = inactive; / = no result given.

SMILES | MsrA inh | LMPTP block | Tb MetRS inh | NadD block | CSN inh | SUMO1 PPI mod | Scp-1 inhibitor | DNMT1 inh | STEP block | Rpn11 inh
CCC(C)NC(=O)c1ccc(C)c(NC(=O)C2=C(C)OCCS2)c1 (centres undefined) | -0.7 | -0.9 | 1.9 | -4 | -3 | -6 | -10 | 0 | 0 | i
COc1cc(CNCc2ccccn2)ccc1OCC(=O)NC(C)(C)C | 1.0 | -2.2 | 0.0 | 0 | 3 | 3 | -9 | 2 | -5 | i
COc1ccc(Cc2nc(-c3ccc(Br)cc3)no2)cc1 | -1.9 | 2.9 | -1.0 | 0 | 0 | 1 | -15 | -5 | 0 | i
COc1cc(C(C2=C(O)CC(C)(C)CC2=O)C2C(=O)CC(C)(C)CC2=O)cc(OC)c1OC (centres undefined) | -0.1 | -0.3 | 0.2 | 1 | -2 | 1 | -7 | -1 | 0 | i
O=S(=O)(Cc1ccccc1)C(CCCc1ccccc1)S(=O)(=O)Cc1ccccc1 | 0.6 | 3.2 | -0.4 | -3 | 0 | -1 | -13 | 2 | 0 | i
COc1ccc(S(=O)(=O)n2c([N+](=O)[O-])cnc2C)c(C)c1C | 0.4 | -1.2 | -0.3 | 0 | -6 | -6 | 0 | -4 | 0 | i
O=C(CSc1nncn1-c1ccccc1)NC1CCCc2ccccc21 (centres undefined) | -1.8 | 0.3 | -0.4 | 2 | -1 | -3 | 3 | 0 | -3 | i
CN(C(=O)c1cccc(NC(=O)Cc2cccc([N+](=O)[O-])c2)c1)C1CCCC1 | 0.1 | -0.1 | 0.2 | -2 | -6 | -18 | 4 | -1 | 1 | i
O=C(O)CCC(=O)NCc1ccc(F)cc1 | -0.4 | 1.0 | 0.0 | -5 | -1 | 0 | -11 | -1 | 2 | i
CCCN(CC(=O)Nc1ccccc1C)C(=O)CCCc1c[nH]c2ccccc12 | 0.3 | -0.2 | 1.0 | -5 | 7 | 3 | -5 | 1 | 1 | i
Cc1ccc(-c2nc(C(Cl)Cl)c3ccccc3n2)cc1 | 0.7 | 2.4 | -0.5 | 4 | -2 | -2 | -7 | 5 | 0 | i
CCN(CC)S(=O)(=O)c1cccc(C(=O)NC(Cc2c[nH]c3ccccc23)c2nnc3n2CCCCC3)c1 (centres undefined) | -0.4 | 2.1 | -1.2 | 2 | 1 | 1 | 11 | -8 | -2 | i
O=S(=O)([N-]c1nc2ccccc2nc1-[n+]1ccc(Cc2ccccc2)cc1)c1ccc(Br)s1 | 4.4 | 2.0 | -0.2 | 23 | -12 | -30 | 15 | 0 | 1 | i
CCCCN(C)C(=O)c1ccc(Nc2nc(C(N)CCc3ccccc3)cs2)nc1 (centres undefined) | 0.6 | 0.1 | -0.2 | 2 | -3 | -8 | / | -3 | 1 | i
Cc1oc(-c2cccs2)nc1CSCC(=O)NC1CC1 | 0.9 | -0.3 | -1.0 | -2 | 0 | -2 | 0 | -1 | 1 | i
CSc1ccccc1C(=O)NCC(c1ccco1)N1CCCCC1 (centres undefined) | -0.8 | 1.0 | 0.1 | -3 | 4 | 5 | -9 | 2 | 5 | i
S=C(NCC(c1cccnc1)N1CCOCC1)NC1CCCCC1 (centres undefined) | -0.3 | -0.7 | 0.1 | -1 | 2 | 0 | -4 | -3 | 3 | i
O=C(OCc1ccc([N+](=O)[O-])cc1)C1CC(=O)N(Cc2ccccc2)C1 (centres undefined) | -0.5 | 0.8 | 0.0 | -1 | 4 | -22 | 20 | 5 | 3 | i
Cc1cc(C)cc(NC(=O)c2cc(S(=O)(=O)NCc3ccco3)ccc2F)c1 | -0.3 | 1.1 | 0.2 | -5 | 2 | 2 | -3 | -8 | -1 | i
Cc1cc(C(=O)Cn2ncc(Cl)c(Cl)c2=O)c(C)n1CC(F)(F)F | 0.1 | -0.7 | -0.4 | 9 | 0 | -10 | 2 | 14 | 0 | i
C=CCC[C@H](CCCCC)OC(=O)/C=C/[C@@H](O)[C@H](O)C[C@H](O)CC=C | -0.8 | 0.2 | -0.5 | -9 | -2 | 5 | / | / | / | /
COc1cc(C(=O)Nc2cc3c(cc2N2CCCCC2)n(C)c(=O)n3C)cc(OC)c1OC | -0.1 | 1.2 | -0.2 | -8 | -4 | 5 | -2 | -2 | 4 | i
COc1cccc2sc(N(C)c3ccccc3)nc12 | -0.9 | 0.6 | -0.9 | -1 | -4 | 0 | 2 | 0 | 1 | i
O=S(=O)(c1ccc2ccccc2c1)N1CCN(C2Cc3ccccc3C2)CC1 | 0.9 | 1.7 | -0.3 | 2 | -6 | 4 | 13 | -2 | 1 | i
Cc1ccc(Nc2ncnc3c2cnn3C)cc1 | 2.1 | -1.7 | -0.6 | 0 | -1 | -1 | 2 | 0 | -4 | i
Cc1c(Cl)c([N+](=O)[O-])nn1Cc1ccc(C(=O)N/N=C\c2ccccn2)o1 | 1.2 | -2.4 | -1.0 | -1 | -2 | -9 | 1 | -5 | -4 | i
Cc1ccc2[nH]c(=O)c(CN(CCc3ccccc3)C(=O)N3CCOCC3)cc2c1 | 0.5 | -1.0 | -0.7 | -4 | 1 | 3 | 5 | 2 | 0 | i
CCCCn1c(N)c(N(CCOC)C(=O)CSc2n[nH]c(-c3ccc(OC)cc3)n2)c(=O)[nH]c1=O | 0.1 | -0.9 | -0.6 | -4 | 1 | -8 | -2 | -1 | 1 | i
COc1ccc(OC)c(NC(=O)CCC(=O)Nc2nnc(C(C)C)s2)c1 | 1.4 | -1.0 | -0.3 | 3 | -4 | 4 | -8 | -4 | -3 | i
O=S(=O)(NCCO)c1ccc2c(c1)Cc1cc(S(=O)(=O)NCCO)ccc1-2 | 0.8 | -1.2 | -0.6 | -1 | 0 | -11 | -12 | -3 | -2 | i
CCOc1cccc(C(=O)N2CCCN(C)CC2)c1 | 0.1 | -0.6 | 0.0 | -1 | -1 | -3 | 0 | -3 | -1 | i
Cc1ccccc1Cc1c(C)nc2c(C(=O)NCc3ccco3)cnn2c1C | / | 2.3 | -0.8 | 11 | 4 | 7 | -4 | 6 | 0 | i
Clc1ccc(Cl)c(-c2nn3c(COc4ccccc4)nnc3s2)c1 | -0.1 | 2.9 | -0.1 | 12 | -2 | 3 | -4 | 9 | 12 | i
COC(=O)c1ccc(Cn2nc(-c3ccccc3)ccc2=O)cc1 | 1.1 | 0.2 | -0.7 | -7 | 0 | 6 | -16 | -1 | 0 | i
Cc1ccc(C)c(NC(=O)Cn2ccn(-c3ccc4c(c3)OCO4)c(=O)c2=O)c1 | 1.8 | -0.1 | -0.3 | -2 | -1 | -8 | -3 | -2 | -2 | i
CCOC(=O)CNC(=O)C1c2ccccc2C(=O)N(c2ccc(OC)cc2)C1c1ccc(OC)cc1 (centres undefined) | -0.3 | -0.2 | -0.3 | -3 | 6 | 1 | 1 | -1 | 2 | i
O=C(COC(=O)C(Cc1ccccc1)NC(=O)c1cccs1)NCc1ccccc1 (centres undefined) | -0.8 | 0.7 | -0.3 | -5 | 2 | 1 | -1 | 0 | -3 | i
O=S(=O)(c1ccc(F)cc1)N1CCN(CCc2ccccc2)CC1 | 0.1 | 1.6 | -0.2 | -6 | -3 | 11 | -7 | -3 | 0 | i
Cc1cc2c3c(c1)C1(SCC(=O)N1c1ccc(F)cc1)C(=O)N3C(C)(C)CC2C (centres undefined) | 0.1 | 0.5 | -1.2 | -5 | -5 | -3 | -7 | 4 | -1 | i
COc1ccc(OC)c(-n2cnc3cc(C(=O)O)ccc32)c1 | 1.4 | -3.9 | -1.0 | 0 | -1 | -1 | -6 | -4 | -2 | i
COc1ccc(O)c(C(=O)c2cnc3c(c2)c(C)nn3CCO)c1 | 0.4 | -1.4 | -1.0 | 1 | 5 | -1 | 1 | 0 | -5 | i
Clc1cccc(Oc2cnns2)c1Cl | -1.8 | -1.1 | -1.6 | -7 | 1 | -2 | -9 | -3 | -1 | i
O=C(N1CCOCC1)n1cnc2ccccc21 | -0.1 | 0.6 | -0.9 | -2 | -2 | 2 | 3 | 5 | -4 | i
COc1cc(C)c(S(=O)(=O)NOCc2ccc([N+](=O)[O-])cc2)c(C)c1C | -0.1 | -0.6 | -1.0 | -8 | 3 | -15 | -1 | 4 | 0 | i
COCCNC(=O)/C(C#N)=C/c1c(N2CCCCCC2)nc2ccccn2c1=O | 0.2 | 2.9 | -0.7 | -1 | 8 | -20 | -6 | 0 | 0 | i
O=C1NCC(c2ccccc2)(c2ccccc2)C(=O)N1 | -0.1 | -1.7 | -0.3 | 1 | -1 | 1 | -5 | 2 | -4 | i
CCCCCC(=O)C(=O)c1ccc(O)cc1O | 4.6* | -0.3 | -0.4 | 1 | -2 | 8 | -11 | -1 | 0 | i
CCN(CC)CCCN(Cc1cc2cc3c(cc2[nH]c1=O)OCO3)C(=S)Nc1ccc(OC)cc1 | 2.7 | 4.0 | -0.1 | 8 | -16 | 5 | 11 | 3 | 0 | i
CCCCC(=O)Nc1ccc(Cl)cc1F | -0.3 | -1.3 | 0.1 | -2 | 2 | 0 | / | -1 | 0 | i
CC(=O)Nc1ccc(NS(=O)(=O)c2ccc(Cl)c(C(=O)O)c2)cc1 | / | 1.5 | -1.8 | 0 | -2 | 5 | 3 | 3 | -5 | i
O=C(NC1CCCCCC1)C1CCN(S(=O)(=O)c2ccccc2)CC1 | 0.0 | -1.3 | -0.6 | 6 | 0 | -1 | -8 | 2 | 0 | i
O=C(Cc1ccc(Cl)cc1Cl)NCC1(N2CCOCC2)CCCCC1 | -0.8 | -0.5 | -0.4 | 1 | 2 | 3 | -3 | 4 | 0 | i

Filtered by structure: the entries above with a COOH group (3)
SMILES | MsrA inh | LMPTP block | Tb MetRS inh | NadD block | CSN inh | SUMO1 PPI mod | Scp-1 inhibitor | DNMT1 inh | STEP block | Rpn11 inh
O=C(O)CCC(=O)NCc1ccc(F)cc1 | -0.4 | 1.0 | 0.0 | -5 | -1 | 0 | -11 | -1 | 2 | i
COc1ccc(OC)c(-n2cnc3cc(C(=O)O)ccc32)c1 | 1.4 | -3.9 | -1.0 | 0 | -1 | -1 | -6 | -4 | -2 | i
CC(=O)Nc1ccc(NS(=O)(=O)c2ccc(Cl)c(C(=O)O)c2)cc1 | / | 1.5 | -1.8 | 0 | -2 | 5 | 3 | 3 | -5 | i

The order is random; about 3.9% have a hit in one of these screens.
